HRas wt GTP – modulators of GTP binding to human HRas wildtype; P01112; GST-Ras wt beads, Bodipy-FL-GTP binding, flow cytometry; actives lie on both sides; GTP binding activity, % at 10 µM; 0.14% of 190,000 active; AID 759;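 active means GTP binding activity at least 20% away from the 100% baseline, either lowered as inhibitor or raised as activator; inconclusive means flagged as likely green fluorescent, judged across all proteins in the well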;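 further: 0% = unlabeled GTP competition control and 100% = no-compound control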
Pf gamet viab – kills late stage P. falciparum gametocytes | P. falciparum stage V gametocytes, ATP luminescence, 24 h | inhibition, % at 10.9 µM | 0.065% of 150,000 active | AID 743093;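 active means inhibition above the mean plus 3 SD of compounds within the control limits, set per campaign, cut at about 38% in these data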;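 further: 0% = DMSO wells and 100% = medium only without gametocytes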
Rac1 act GTP bind – modulators of GTP binding to human Rac1 activated mutant; P63000; GST-Rac1 activated beads, fluorescent GTP binding, flow cytometry; actives lie on both sides; 100% means binding = to untreated wells; percent activity (GTP binding), % at 10 µM; 0.11% of 190,000 active;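 active means GTP binding at least 20 percentage points away from the 100% baseline, in either direction, so actives lie on both sides; inconclusive means Compound likely fluorescent itself, or too few beads counted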
Mcl1-Noxa inh – Mcl-1/Noxa interaction inhibition | Q07820 | TR-FRET Mcl-1/Noxa peptide binding, 2 h | inhibition, % at 21.7 µM | 1.5% of 220,000 active | AID 1022;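 active means compounds that cut the protein-peptide binding signal by more than 50% relative to plate controls in a single-dose test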;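 further: His-tagged Mcl-1 with rhodamine Noxa BH3 peptide and terbium anti-His antibody; 0% = Mcl-1 plus Noxa peptide wells and 100% = peptide-only wells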
Target sequence (Q07820 whole entry, looked up): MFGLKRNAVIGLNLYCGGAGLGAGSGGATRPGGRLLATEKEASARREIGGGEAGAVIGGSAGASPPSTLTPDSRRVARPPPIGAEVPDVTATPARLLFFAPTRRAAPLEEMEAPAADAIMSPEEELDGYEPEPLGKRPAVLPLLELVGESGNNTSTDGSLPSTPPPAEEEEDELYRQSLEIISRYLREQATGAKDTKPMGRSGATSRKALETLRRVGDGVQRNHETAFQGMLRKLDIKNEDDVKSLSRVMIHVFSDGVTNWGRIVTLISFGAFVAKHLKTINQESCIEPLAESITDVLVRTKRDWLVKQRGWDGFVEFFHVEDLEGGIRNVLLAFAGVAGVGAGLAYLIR
RGS8-Gao – modulates binding of RGS8 to human Galphao; P09471; multiplexed bead flow cytometry; actives lie on both sides; response (percent of control binding), % at 10 µM; 0.34% of 220,000 active; AID 1423; in the data active means response below about 60% or above about 140%; inactive means in between;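 further: Galphao activated as the GDP aluminium fluoride complex binding bead-coupled RGS8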
Target sequence (P09471 whole entry, looked up): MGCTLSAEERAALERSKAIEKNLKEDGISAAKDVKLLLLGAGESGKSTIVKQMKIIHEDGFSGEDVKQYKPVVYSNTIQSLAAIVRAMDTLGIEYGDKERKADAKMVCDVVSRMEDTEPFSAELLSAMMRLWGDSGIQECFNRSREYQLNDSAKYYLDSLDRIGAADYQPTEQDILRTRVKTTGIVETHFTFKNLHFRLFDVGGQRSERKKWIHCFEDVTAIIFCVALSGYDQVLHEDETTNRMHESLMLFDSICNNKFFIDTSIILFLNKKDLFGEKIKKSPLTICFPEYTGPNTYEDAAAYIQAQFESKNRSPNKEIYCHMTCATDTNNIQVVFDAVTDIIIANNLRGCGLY
Cdc42 wt GTP – modulators (inhibitors or activators) of GTP binding to human Cdc42 wildtype; P60953; 0.2% of 190,000 active; GST-Cdc42 beads, Bodipy-GTP binding, flow cytometry; actives lie on both sides; percent activity (GTP binding), % at 10 µM;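 active means percent activity GTP binding at least 20 points away from the 100% baseline, either down as inhibitor or up as activator; inconclusive means compound flagged as likely green fluorescent from well-wide comparison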;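 further: median bead fluorescence of bound Bodipy-FL-GTP at 100 nM; 0% = excess unlabeled GTP control and 100% = no compound control; below 100% means less GTP binding so inhibitor and above means activator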
Target sequence (P60953 whole entry, looked up): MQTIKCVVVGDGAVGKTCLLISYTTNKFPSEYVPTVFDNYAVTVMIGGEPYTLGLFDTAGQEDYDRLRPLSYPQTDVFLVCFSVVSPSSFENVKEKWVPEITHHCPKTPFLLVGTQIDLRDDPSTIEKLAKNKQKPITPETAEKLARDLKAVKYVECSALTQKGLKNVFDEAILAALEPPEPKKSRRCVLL
Mcl1 Bid PPI – Mcl-1/Bid interaction inhibition; Q07820; TR-FRET Mcl-1/Bid-Dy647 peptide binding, 1536-well; inhibition, % at 21.7 µM; 0.97% of 220,000 active; AID 1021;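 active means compounds that cut the binding signal by more than half at the single screening dose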;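 further: His-tagged Mcl-1 with europium anti-His antibody binding Bid BH3 peptide; 0% = Mcl-1 plus peptide wells and 100% = peptide-only wells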
Rab7 wt GTP bind – alters GTP binding to wildtype dog Rab7. GST-Rab7 beads, fluorescent GTP binding, flow cytometry; actives lie on both sides; untreated = 100%, excess cold GTP = 0%. GTP binding activity (percent of control), % at 10 µM. 0.055% of 190,000 active. AID 758;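 active means fluorescent GTP binding to Rab7 beads changed by at least 20 points from the 100% baseline, either direction, mostly lower; inconclusive means compound itself probably fluorescent, or too few beads counted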;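 further: median green fluorescence of bound Bodipy-FL-GTP per Rab7 bead population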
Mcl-1 Bim block – disrupts Bim peptide binding to human Mcl-1; Q07820; inhibition, % at 10 µM; AID 1009; 0.1% of 190,000 active; Bead-based flow cytometry, Bim peptide-Mcl-1 binding; in the data active means inhibition above about 40%;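 further: 0% = no compound tracer wells and 100% = peptide blocker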
Rab2A wt mod – changes GTP binding to wildtype dog Rab2A, up or down | P61105 | GST-Rab2 wt beads, Bodipy-GTP binding, flow cytometry | GTP binding activity, % at 10 µM | 0.19% of 190,000 active;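 active means GTP binding activity at least 20 points away from 100%, either lowered or raised; inconclusive means signal likely due to the compound's own green fluorescence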;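 further: 0% = beads with excess unlabeled GTP and 100% = no-compound control corrected for plate trend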
Rac1 wt modul – alters GTP binding to wildtype human Rac1 | GTP binding activity (% of control), % at 10 µM | AID 757 | 0.27% of 190,000 active | GST-Rac1 beads, fluorescent GTP binding, flow cytometry; actives lie on both sides; 0 = cold GTP competed, 100 = untreated;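 active means GTP binding activity at least 20 points away from the 100% control level, either lower or higher; inconclusive means compound flagged as likely green fluorescent, judged across all proteins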
An asterisk follows results filed as active; ? = inconclusive; / = no result given.

[1] COC(=O)C(Cc1ccc(OC(=O)c2ccc(C)cc2)cc1)N1Cc2ccccc2C1=O (stereo not given)
[2] Cc1cnc(C(=O)Nc2ccc(F)cc2)cn1
[3] COc1ccc(CN2CCn3ncc(C(=O)Nc4cccc(C)c4)c3C2=O)cc1
[4] CCOc1ccc(C(C)(C)C)cc1S(=O)(=O)n1nc(C)cc1C
[5] CCOC(=O)c1nc(Nc2cc(C)cc(C)c2)c2ccccc2n1
[6] O=C(Cc1ccccc1Cl)Nc1cccnc1
[7] CCC1=NN2C(=N)/C(=C\c3cccn3-c3ccc(Br)cc3)C(=O)N=C2S1
[8] Clc1ccc(OCCn2ccnc2)c(Cl)c1
screen / no.,1,2,3,4,5,6,7,8
Mcl1-Noxa inh,4,1,2,-4,-4,11,46,31
RGS8-Gao,102,101,97,102,98,103,99,103
Mcl1 Bid PPI,12,-10,-26,-1,2,-19,41,28
Pf gamet viab,/,18,-18,/,-10,-7,9,/
Rac1 wt modul,104,107,103,104,108,95,93,104
HRas wt GTP,101,104,100,101,99,95,92,104
Cdc42 wt GTP,101,104,102,101,98,95,88,105
Mcl-1 Bim block,0,0,-2,0,0,-1,2,-2
Rab2A wt mod,100,102,101,100,101,97,91,104
Rab7 wt GTP bind,101,103,97,103,107,98,93,103
Rac1 act GTP bind,99,102,98,100,93,96,91,101

Some entries already given, limited to Mcl1 Bid PPI.
entry	SMILES	Mcl1 Bid PPI
3	COc1ccc(CN2CCn3ncc(C(=O)Nc4cccc(C)c4)c3C2=O)cc1	-26
4	CCOc1ccc(C(C)(C)C)cc1S(=O)(=O)n1nc(C)cc1C	-1
5	CCOC(=O)c1nc(Nc2cc(C)cc(C)c2)c2ccccc2n1	2
6	O=C(Cc1ccccc1Cl)Nc1cccnc1	-19
7	CCC1=NN2C(=N)/C(=C\c3cccn3-c3ccc(Br)cc3)C(=O)N=C2S1	41
8	Clc1ccc(OCCn2ccnc2)c(Cl)c1	28

Carrying on:
[9] O=C(CC1CCS(=O)(=O)C1)NC1CCCCC1 (stereo not given)
[10] O=c1cc(CN2CCN(CCO)CC2)c2cc3c(cc2o1)CCC3
[11] COc1ccc(NS(=O)(=O)c2ccc(NC(=O)CCNS(=O)(=O)c3ccc(C)cc3)cc2)cc1
[12] CCc1c(C)c2cc(Cl)c(O)c(CN3CCCCC3)c2oc1=O
[13] O=c1c(C=NCc2ccccc2)c(NCc2ccccc2)nc2ccccn12
[14] CCOC(=O)C(C)Sc1nnc(-c2ccccc2O)n1Cc1ccccc1 (stereo not given)
[15] CCCCCOc1ccc(CSC(=N)N)cc1[N+](=O)[O-]
[16] Cn1nnnc1SCc1ccc(Cl)cc1
screen / no.,9,10,11,12,13,14,15,16
Mcl1-Noxa inh,4,-3,0,20,13,11,20,5
RGS8-Gao,98,102,108,105,101,77,65,104
Mcl1 Bid PPI,-13,-10,-59,-60,-3,-24,-17,-5
Pf gamet viab,/,/,-17,-25,-14,-4,-4,-16
Rac1 wt modul,102,104,99,103,99,102,103,99
HRas wt GTP,98,101,98,106,98,97,103,97
Cdc42 wt GTP,99,102,95,107,100,98,102,100
Mcl-1 Bim block,2,-1,-4,2,-1,-1,0,-1
Rab2A wt mod,97,96,98,106,95,97,99,97
Rab7 wt GTP bind,96,98,103,102,96,96,99,97
Rac1 act GTP bind,98,102,98,100,96,97,100,98

Entries of single compounds as entered above. Order of screens: Mcl1-Noxa inh	RGS8-Gao	Mcl1 Bid PPI	Pf gamet viab	Rac1 wt modul	HRas wt GTP	Cdc42 wt GTP	Mcl-1 Bim block	Rab2A wt mod	Rab7 wt GTP bind	Rac1 act GTP bind
COc1ccc(NS(=O)(=O)c2ccc(NC(=O)CCNS(=O)(=O)c3ccc(C)cc3)cc2)cc1 in the list: 0	108	-59	-17	99	98	95	-4	98	103	98
CCc1c(C)c2cc(Cl)c(O)c(CN3CCCCC3)c2oc1=O in the list: 20	105	-60	-25	103	106	107	2	106	102	100

Next section.
[17] Cc1cc(C)cc(C(=O)NCC(=O)OCc2c(C)noc2C)c1
[18] COC(=O)/C(C#N)=C/c1c(Oc2cc(C)cc(C)c2)nc2c(C)cccn2c1=O
[19] O=C1OC(/C(=C\Nc2cc(Cl)ccc2O)[N+](=O)[O-])c2ccccc21 (stereo not given)
[20] O=C(CCC(=O)c1ccc[nH]1)c1ccc(Cl)cc1
[21] COc1cc(NC(=S)NCCSc2ccc(C)cc2)cc(OC)c1
[22] Cc1no[n+]([O-])c1COc1ccccc1/C=N/n1nnnc1N
[23] Cc1ccccc1OCC(O)Cn1c(NCc2ccccc2)nc2c1c(=O)[nH]c(=O)n2C (stereo not given)
[24] CN1CCc2nc(SCC(=O)Nc3ccc(OC(F)(F)F)cc3)c(C#N)c(-c3cccs3)c2C1
screen / no.,17,18,19,20,21,22,23,24
Mcl1-Noxa inh,0,11,17,17,17,1,23,-7
RGS8-Gao,15*,100,100,100,86,107,101,104
Mcl1 Bid PPI,-11,-17,-45,-29,-43,-1,4,-39
Pf gamet viab,/,1,-18,-30,2,3,/,/
Rac1 wt modul,101,100,?,101,102,104,103,104
HRas wt GTP,100,100,?,104,98,102,101,99
Cdc42 wt GTP,99,95,?,105,102,104,102,100
Mcl-1 Bim block,-1,0,0,1,-2,0,2,-2
Rab2A wt mod,98,99,?,106,100,98,101,100
Rab7 wt GTP bind,101,104,?,106,99,97,99,102
Rac1 act GTP bind,101,95,?,98,100,100,100,98

Look-ups from the results shown.
Result of compound 4 under HRas wt GTP: 101
Result of compound 1 under Rac1 wt modul: 104

The list goes on:
[25] CNC(=O)c1c(N)sc2c1CCCCC2
[26] COC(=O)c1sc(NC(=O)CC(C)C)c(C(=O)OC)c1C
[27] CCCCOc1ccccc1NC(=O)C=C(C)C
[28] COc1cccc(N(CC(=O)Nc2cccc(C(C)=O)c2)S(C)(=O)=O)c1
[29] O=C(N/N=C/c1cccc(C(F)(F)F)c1)c1ccccc1O
[30] Cc1[nH]nc(SCC(=O)NCc2ccc(F)cc2)c1[N+](=O)[O-]
[31] COc1cc(Cl)c([C@@H]2C[C@H]3CN(c4ccccc4)C(=O)[C@]34CCCN24)cc1OC
[32] O=C(N/N=C/c1ccc(OCc2ccccc2)cc1)c1cc[n+](Cc2ccccc2)cc1
screen / no.,25,26,27,28,29,30,31,32
Mcl1-Noxa inh,21,7,2,9,17,22,13,15
RGS8-Gao,89,96,95,98,100,92,107,102
Mcl1 Bid PPI,4,-11,5,-35,-34,-4,-10,-2
Pf gamet viab,/,-3,-1,/,-20,-3,-11,/
Rac1 wt modul,106,98,104,104,96,104,100,?
HRas wt GTP,100,100,101,102,94,101,99,?
Cdc42 wt GTP,100,100,102,104,96,104,99,?
Mcl-1 Bim block,-4,0,0,0,0,32,0,0
Rab2A wt mod,99,98,100,100,98,101,97,?
Rab7 wt GTP bind,101,99,101,99,102,100,100,?
Rac1 act GTP bind,98,96,98,100,94,102,95,?

[33] Nc1nc(-c2ccc(Cl)cc2)cn1N
[34] Cc1ccc(NC(=O)Cc2nnc(SCC(=O)c3ccc(Br)cc3)n2C)cc1Cl
[35] Cc1ccc2nc(NCc3ccccc3)c(C=O)c(=O)n2c1
[36] O=C(O)CCC(=O)Nc1ccccc1C(=O)NCc1ccccc1
[37] CC(=O)N=c1sc(S(N)(=O)=O)nn1C
[38] COc1cc(C2NC(=O)c3ccccc3O2)cc(OC)c1OC (stereo not given)
[39] CCOC(=O)c1ccc(NC(=O)COc2ccccc2OC)cc1
[40] Cc1ccc(NC(=O)Cn2cc3c(n2)CCC(C)C3)cc1 (stereo not given)
screen / no.,33,34,35,36,37,38,39,40
Mcl1-Noxa inh,-83,-19,-3,2,3,3,3,13
RGS8-Gao,100,96,102,100,103,101,101,102
Mcl1 Bid PPI,-111,-3,1,-5,-5,-32,0,-8
Pf gamet viab,-16,/,6,/,/,/,/,/
Rac1 wt modul,100,107,101,101,106,101,103,97
HRas wt GTP,100,102,99,99,104,97,101,100
Cdc42 wt GTP,100,104,102,101,106,97,103,99
Mcl-1 Bim block,-3,4,-4,-3,0,1,-4,0
Rab2A wt mod,102,103,96,99,106,98,103,98
Rab7 wt GTP bind,98,104,99,96,100,100,96,98
Rac1 act GTP bind,102,101,96,99,98,97,99,97

[41] CC(=O)c1ccc(N2CCN(c3ccc(C(N)=O)cc3[N+](=O)[O-])CC2)cc1
[42] CC(C)NC(=O)c1ccccc1S(=O)(=O)c1ccccc1C#N
[43] CC(C)(C)C(=O)C(CO)(Oc1ccc(Cl)cc1)n1cncn1 (stereo not given)
[44] CSc1nsc(SC)c1NC(=O)Nc1ccccc1C
[45] CN(C(=O)c1ccccc1NC(=O)C(F)(F)F)c1ccccc1
[46] COc1ccccc1Nc1nc2ccc(C)cc2cc1C#N
[47] O=C(NCC1COc2ccccc2O1)Nc1ccccc1F (stereo not given)
screen / no.,41,42,43,44,45,46,47
Mcl1-Noxa inh,14,-1,8,23,13,3,29
RGS8-Gao,101,96,100,106,100,95,91
Mcl1 Bid PPI,-21,-10,-12,-8,-2,-18,-21
Pf gamet viab,-1,-9,/,-14,/,/,/
Rac1 wt modul,98,96,111,105,105,97,91
HRas wt GTP,97,95,104,96,98,99,97
Cdc42 wt GTP,101,94,105,103,98,100,95
Mcl-1 Bim block,-1,6,0,0,0,0,-1
Rab2A wt mod,96,92,105,100,97,98,96
Rab7 wt GTP bind,107,95,107,102,99,97,97
Rac1 act GTP bind,94,92,101,97,99,97,92
